ERp5 inh – inhibitors of human ERp5; ERp5 insulin aggregation, absorbance 650 nm, 90 min; inhibition, % at 9.99 µM; hit rate 0.05% among 350,000; AID 651711;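 active = mean replicate inhibition above about 25%, with every replicate also reaching it, limit read from the data, passing the limit was not always enough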
Target sequence (Q15084 whole entry, looked up): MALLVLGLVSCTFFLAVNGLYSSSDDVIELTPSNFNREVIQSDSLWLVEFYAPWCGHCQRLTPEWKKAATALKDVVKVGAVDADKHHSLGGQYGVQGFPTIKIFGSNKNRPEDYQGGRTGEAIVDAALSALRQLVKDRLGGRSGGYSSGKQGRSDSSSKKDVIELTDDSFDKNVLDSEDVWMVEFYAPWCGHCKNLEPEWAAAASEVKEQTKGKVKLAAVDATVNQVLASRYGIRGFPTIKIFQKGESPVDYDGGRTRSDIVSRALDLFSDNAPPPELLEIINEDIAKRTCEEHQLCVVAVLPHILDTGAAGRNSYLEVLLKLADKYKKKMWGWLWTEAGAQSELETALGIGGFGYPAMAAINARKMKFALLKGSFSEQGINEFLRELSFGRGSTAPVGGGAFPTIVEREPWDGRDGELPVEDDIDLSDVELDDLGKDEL
SIRT5 block – sirtuin-5 (human) deacylase inhibition | Purified SirT5, succinyl-peptide AMC, trypsin-coupled fluorescence | inhibition, % at 15 µM | hit rate 1.1% among 330,000 | AID 652115; in the data active = inhibition above about 15%
Target sequence (Q9NXA8 whole entry, looked up): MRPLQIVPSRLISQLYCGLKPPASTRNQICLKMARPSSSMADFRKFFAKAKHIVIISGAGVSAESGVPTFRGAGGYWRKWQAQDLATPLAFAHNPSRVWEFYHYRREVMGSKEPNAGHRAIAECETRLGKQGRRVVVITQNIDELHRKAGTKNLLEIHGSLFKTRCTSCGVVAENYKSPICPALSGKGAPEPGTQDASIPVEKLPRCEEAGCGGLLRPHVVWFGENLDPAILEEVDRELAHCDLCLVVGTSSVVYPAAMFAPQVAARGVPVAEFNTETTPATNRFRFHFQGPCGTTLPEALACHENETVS
An asterisk follows results filed as active; & = joins results of further samples; ! = not confirmed by another sample. A portion of the library; count on the stated rates, not on these rows.

SMILES | ERp5 inh | SIRT5 block
COc1ccc(NC(=O)Nc2ccc3c(c2)C(=O)N([C@H](C)CO)C[C@H](C)[C@H](CN(C)C(=O)Nc2ccc(C(F)(F)F)cc2)OCCCC[C@@H](C)O3)cc1 | -1 | 5
CCS(=O)(=O)Nc1ccc2c(c1)C(=O)N(C)C[C@H](OC)[C@@H](C)CN(CCC(F)(F)F)[C@H](C)CO2 | -3 | 5
O=C(NCCO)c1cccc(-c2cc(Nc3ccc(OC(F)(F)F)cc3)ncn2)c1 | -1 | 0
COc1cccc(-c2ccc3c(c2)[C@H]2[C@H](CCN2C(=O)C2CC2)[C@H](CO)N3)c1 | 5 | -1
COc1ccc2c3c(n(C)c2c1)[C@H](CO)N(C(=O)Nc1ccc(F)cc1)CC31CN(Cc2ccccc2F)C1 | -3 | 4
O=C(NC1CCCCC1)N1CC(=O)N2[C@H](CO)[C@H](c3ccc(/C=C/c4ccccc4)cc3)[C@H]2C1 | -3 | 6
COC1=CC(=O)c2nc(Cl)ccc2C1=O | 10 | 3
Cc1ccccc1S(=O)(=O)N1CC(=O)N2[C@H](C1)[C@@H](c1ccc(C#CCC3CCCC3)cc1)[C@@H]2CO | -7 | 11
C[C@@H]1CN([C@H](C)CO)C(=O)c2c(c3ccccc3n2C)-c2ccccc2CO[C@H]1CN(C)S(=O)(=O)c1ccc([N+](=O)[O-])cc1 | -3 | 32*
CCCCNc1ccc2c(c1)OC[C@@H](Cc1ccccc1)NS2(=O)=O | -5 | -4
O=C(N/N=C/c1ccc2nccnc2c1)c1ccccc1O | 5 | -10
COc1ccc2cc3[n+](cc2c1O)CCc1cc2c(cc1-3)OCO2 | 2 | 0
COc1cc2c(cc1OC)CN(C(=O)c1ccc3nc[nH]c3c1)CC2 | -6 | 5
Cc1cccc(-c2ccc(C3[C@@H]4CN(C(=O)Nc5ccc(C(F)(F)F)cc5)C[C@H]3N4)cc2)c1 (stereo partly drawn) | 6&9 | 16*!
CC(c1cccs1)N(C)Cc1nc(CCc2ccccc2)no1 (stereo not drawn) | -7 | 14
Cc1cccc(C)c1NC(=O)C1(C)CN(S(C)(=O)=O)CC(=O)N1C1CC1 (stereo not drawn) | -12 | -1
CCC(=O)N1CC2(C1)CN(C(=O)c1ccccn1)[C@@H](CO)c1c2c2ccc(OC)cc2n1C | -7 | 0
CN1CCN(C2Cc3ccccc3Sc3cc(C(F)(F)F)ccc32)CC1 (stereo not drawn) | -10 | -1
O=C(Cc1cccnc1)N1CC(=O)N2[C@H](CO)[C@@H](c3ccc(/C=C/c4ccccc4)cc3)[C@@H]2C1 | 5 | -1
CC(C)c1nn2c(=O)cc(O)nc2s1 | 0 | 0
COC(=O)C1=C(C)N(Cc2ccc(Cl)cc2)C(=S)NC1c1ccccc1 (stereo not drawn) | 1 | 1
N#Cc1ccc(-c2ccc(C3[C@@H]4CN(C(=O)C5CC5)C[C@H]3N4)cc2)cc1 (stereo partly drawn) | 2 | -3
O=c1[nH]c(=S)[nH]c2c1C(c1ccccc1)OC(C1CCCCC1)C2 (stereo not drawn) | 1 | -1
CCOc1ccccc1C(=O)N[C@H](C(=O)Nc1nc2c(s1)CCCC2)C(C)C | -5 | 0
COc1ccc(/C=N/NC(=O)c2ccncc2)cc1COc1ccc(NC(C)=O)cc1 | 1 | -14
CN(CC(=O)Nc1ccccc1Cl)C(=O)COC(=O)CCN1C(=O)C2CC=CCC2C1=O (stereo not drawn) | 2 | -7
COc1ccccc1-c1ccccc1[C@@H]1[C@@H](CO)N(C(=O)C2CCOCC2)[C@H]1C#N | -4 | -1
C[C@@H]1CCCCO[C@@H](CN(C)C(=O)NC2CCCCC2)[C@H](C)CN([C@H](C)CO)C(=O)c2cc(NC(=O)NC3CCCCC3)ccc2O1 | -1 | 2
CCCNC(=O)N1CCC2(CC1)CN(C(=O)CC)[C@H](CO)c1[nH]c3cc(OC)ccc3c12 | -7 | -1
C/C=C/c1ccc([C@H]2[C@@H](CO)N(C(=O)NCCC)[C@H]2CNC(=O)C2CCC2)cc1 | 1 | 9
COc1ccc2c3c([nH]c2c1)[C@@H](CO)N(C(=O)C1CCCCC1)CC31CN(S(C)(=O)=O)C1 | -1 | 1
CNC1=C([N+](=O)[O-])CC([N+](=O)[O-])=C(N2CCNCC2)N1C | 9 | -6
CC(C)CC#Cc1ccc([C@@H]2[C@@H](CO)N3C(=O)CN(C(=O)c4ccccn4)C[C@H]23)cc1 | 1 | 33*
O=C(Nc1ccc(Cl)cc1)N1[C@@H]2CNC[C@H]1C2c1ccc(-c2ccccc2)cc1 (stereo partly drawn) | -2&-2 | 0&4
Cc1csc(-c2nc3ccccc3n2C(C(=O)NC(C)(C)C)c2cc3ccccc3o2)c1 (stereo not drawn) | -1 | -3
COC(=O)[C@]12CCCCC=C1N(Cc1cccc3ccccc13)C(=O)[C@H](CC(=O)N1CCN(C(=O)C3CC3)CC1)C2 | -1 | -1

Whole records, quoted from the list. Screens in order: ERp5 inh	SIRT5 block
Entry for CNC1=C([N+](=O)[O-])CC([N+](=O)[O-])=C(N2CCNCC2)N1C : 9	-6
Entry for C/C=C/c1ccc([C@H]2[C@@H](CO)N(C(=O)NCCC)[C@H]2CNC(=O)C2CCC2)cc1 : 1	9
Entry for COc1ccccc1-c1ccccc1[C@@H]1[C@@H](CO)N(C(=O)C2CCOCC2)[C@H]1C#N : -4	-1

Continued:
SMILES | ERp5 inh | SIRT5 block
CCOC(=O)[C@]12CCCC=C1N(CCC1=CCCCC1)C(=O)[C@H](CC(=O)NCc1ccccc1)C2 | 3 | 9
C[C@@H]1CCCCO[C@@H](CN(C)Cc2ccc3c(c2)OCO3)[C@@H](C)CN([C@H](C)CO)C(=O)c2cc(NC(=O)CCCCCC(=O)Nc3ccccc3N)ccc2O1 | 1 | 1
CO[C@H]1CN(C)C(=O)c2ccc(NC(=O)Nc3ccc(Cl)cc3)cc2OC[C@H](C)N(C(=O)Nc2c(C)noc2C)C[C@@H]1C | 12 | 0
CCCCCCCCN1C(=O)[C@H](CC(=O)N2CCN(C(=O)OCC)CC2)C[C@@]2(C(=O)OC)CCCCC=C12 | 0 | 3
C/C=C/c1ccc(C2[C@@H]3CN(C(=O)Nc4ccccc4OC)C[C@H]2N3)cc1 (stereo partly drawn) | 6&-11 | 4&3
Cc1ccc(NC(=O)c2c(Cl)nc3ccccn23)cc1 | -6 | 6
O=C(Nc1cc(F)ccc1F)N1CC(=O)N2[C@H](CO)[C@@H](c3ccc(C#CC4CCCC4)cc3)[C@@H]2C1 | 2 | 4
COC(=O)C1=C(C)N(Cc2ccccc2C(F)(F)F)C(=NCc2cc(OC)c(OC)c(OC)c2)NC1c1cccc(C(F)(F)F)c1 (stereo not drawn) | 7 | -1
O=C(CN(C(=O)CSc1nc2ccccc2o1)c1ccccc1F)NC1CCCCC1 | 6 | 0
Cc1ccccc1S(=O)(=O)N1CC(=O)N2[C@H](C1)[C@H](c1ccc(C#Cc3ccccc3)cc1)[C@@H]2CO | 3 | 0
CCC(C)CN1C(=O)CSCC1(C)C(=O)NCc1ccccc1 (stereo not drawn) | 6 | 9
O=C1CN(S(=O)(=O)c2cccc(F)c2)C[C@@H]2[C@@H](c3ccc(C4=CCCC4)cc3)[C@H](CO)N12 | -2 | 0

Shown as a hit in SIRT5 block (from the list above):
SMILES | ERp5 inh | SIRT5 block
C[C@@H]1CN([C@H](C)CO)C(=O)c2c(c3ccccc3n2C)-c2ccccc2CO[C@H]1CN(C)S(=O)(=O)c1ccc([N+](=O)[O-])cc1 | -3 | 32*
Cc1cccc(-c2ccc(C3[C@@H]4CN(C(=O)Nc5ccc(C(F)(F)F)cc5)C[C@H]3N4)cc2)c1 (stereo partly drawn) | 6&9 | 16*!
CC(C)CC#Cc1ccc([C@@H]2[C@@H](CO)N3C(=O)CN(C(=O)c4ccccn4)C[C@H]23)cc1 | 1 | 33*

(list continues)
SMILES | ERp5 inh | SIRT5 block
CCOC(=O)/C=C/c1cc(F)ccc1O | 0 | 1
OC[C@H]1[C@@H](c2ccccc2)C2(CN(Cc3cccnc3)C2)N1Cc1ccncc1 | -5 | -5
NC(=O)NN=C1CCC(OCc2ccccc2)CC1CC(=O)O (stereo not drawn) | -4 | 4
O=C(Cc1cc(=O)[nH][nH]1)N/N=C/c1ccccc1Cl | -6 | 3
O=C(CC1CC1)N1CC(=O)N2[C@H](CO)[C@@H](c3ccc(C#Cc4cccc(F)c4)cc3)[C@H]2C1 | -4 | 5
Cc1[nH]c2ccccc2c1C(=O)c1cc([C@H](NC(=O)OC(C)(C)C)C(C)C)sc1N | 10 | 0
Cc1ccc2[nH]c3c(c2c1)CN(C(=O)CN1CCN(C(=O)c2ccco2)CC1)CC3 | 2 | -2
O=C(Oc1cccc(-n2cnnn2)c1)c1ccccc1 | 2 | 1
COc1ccc2c3c(n(C)c2c1)[C@@H](CO)N(Cc1cccc(F)c1)CC31CN(C(=O)Cc2ccccc2)C1 | 1 | 1
CN(C)C(=O)c1ccc(-c2ccc3c(c2)[C@@H]2[C@@H](CCN2C(=O)C2CCCCC2)[C@@H](CO)N3C)cc1 | -6 | -5
CN1C(=O)c2cc(NC(=O)Cc3cccs3)ccc2OC[C@H]2O[C@@H](CC(=O)O)CC[C@@H]21 | 1 | -4
COc1ccc2c3c(n(C)c2c1)[C@H](CO)N(C(=O)NC1CCCC1)CC31CCN(C)CC1 | 6 | 1
O=C(NC1CCCC1)N1CC2(C1)[C@H](c1ccccc1)[C@@H](CO)N2CC1CCOCC1 | 0 | 12
O=C(Nc1ccc(F)cc1)N1CC(=O)N2[C@H](CO)[C@@H](c3ccc(-c4cccc(F)c4)cc3)[C@H]2C1 | -2 | 3
CCN(C)C1CN(Cc2cn(Cc3ccc(C(F)(F)F)cc3)nn2)S(=O)(=O)C1 (stereo not drawn) | 9 | 7
O=C(C1CCC1)N1CC2(C1)[C@@H](c1ccccc1)[C@H](CO)N2C(=O)c1ccccn1 | 4 | 1
O=C(C[C@@H]1C=C[C@H](NC(=O)c2cccnc2)[C@@H](CO)O1)NCc1ccncn1 | 2 | -4
COc1ccc(CN2C(=O)CSCC2(C)C(=O)NCc2ccccc2)cc1 (stereo not drawn) | -8 | -6
CC(=O)N1[C@H](C(=O)N2CCc3ccccc3C2)[C@@H](CO)[C@@H]2Cn3c(cccc3=O)[C@@H]21 | 5 | -1
CCNC(=O)[C@@H]1[C@@H](CO)[C@@H]2Cn3c(cccc3=O)[C@H]1N2C(=O)c1ccc(F)cc1 | 1 | 0
COCC(=O)N1[C@H](CO)[C@@H](c2ccccc2)C12CN(C(=O)c1ccccc1)C2 | 2 | 0
Clc1ccc(Cc2nc(-c3ccncc3)no2)cc1 | -4 | 4
COc1cccc(C(C(=O)NCc2ccccc2)N2CCN(C(=O)C3CCCO3)CC2)c1OC (stereo not drawn) | 5 | 0
C/C=C/c1ccc([C@@H]2[C@H](CO)N(CC3CCCC3)C23CN(C(=O)CC)C3)cc1 | -9 | 11

Next part; it opens with the 5 that closed the last part.
SMILES | ERp5 inh | SIRT5 block
CCNC(=O)[C@@H]1[C@@H](CO)[C@@H]2Cn3c(cccc3=O)[C@H]1N2C(=O)c1ccc(F)cc1 | 1 | 0
COCC(=O)N1[C@H](CO)[C@@H](c2ccccc2)C12CN(C(=O)c1ccccc1)C2 | 2 | 0
Clc1ccc(Cc2nc(-c3ccncc3)no2)cc1 | -4 | 4
COc1cccc(C(C(=O)NCc2ccccc2)N2CCN(C(=O)C3CCCO3)CC2)c1OC (stereo not drawn) | 5 | 0
C/C=C/c1ccc([C@@H]2[C@H](CO)N(CC3CCCC3)C23CN(C(=O)CC)C3)cc1 | -9 | 11
CCOC(=O)CSc1ncccn1 | -1 | 2
COCC(=O)N1CC(=O)N2[C@H](CO)[C@H](c3ccc(Br)cc3)[C@H]2C1 | -3 | -3
CC(C)C[C@H]1COc2cc(N3CCC[C@@H]3CO)ccc2S(=O)(=O)N1 | 6 | -4
O=C(O)C[C@@H]1C[C@@H]2c3cc(NS(=O)(=O)c4ccc(F)cc4)ccc3O[C@@H]2[C@H](CO)O1 | 5 | 0
CC(C)C[C@H]1CN(CCCC[C@@H]2CNC(=O)C(=O)N2Cc2ccccc2)C(=O)C(=O)N1CCc1ccccc1 | 8 | 3
Cc1sc(NC(=O)CN(Cc2ccccc2)C(=O)C(C)C)c(C(N)=O)c1C | -1 | -4
CCS(=O)(=O)N1CCC2(CC1)CN(C(=O)NC(C)C)[C@H](CO)c1c2c2ccc(OC)cc2n1C | -4 | 2
CCCCNC(=O)C(NC(=O)c1cnccn1)C(=O)c1ccccc1 (stereo not drawn) | 3 | -4
O=C(NCCc1c[nH]c2ccccc12)c1cc2ccccc2oc1=O | -12 | -4
N#C[C@@H]1[C@@H](c2ccc(C3=CCCCC3)cc2)[C@H](CO)N1C(=O)NC1CCCC1 | -1 | 3
CC(=O)N(C[C@H]1N[C@H](CO)[C@@H]1c1ccc(-c2cncnc2)cc1)C1CCCC1 | -8 | -1
CCS(=O)(=O)N1CC2(CN(Cc3ccc(OC)cc3)[C@@H](CO)c3c2c2ccc(OC)cc2n3C)C1 | -12 | 2
CC(C)c1ccc(OCc2ccc(C(=O)NN3CCN(C)CC3)o2)cc1 | 0 | 1
O=C(NC[C@@H]1CC[C@H]2[C@H](CN2Cc2cccc(Cl)c2)O1)C1CC1 | 2 | -1
O=C(Cc1cccnc1)N1CC(=O)N2[C@H](C1)[C@@H](c1ccc(C3=CCCC3)cc1)[C@@H]2CO | -4 | 2
CCCCCCC=C1CCC(CN2CCCC2)C1=O (stereo not drawn) | 2 | -5

As entered above.
SIRT5 block result of CCCCCCC=C1CCC(CN2CCCC2)C1=O (stereo not drawn) stands at -5
ERp5 inh result of O=C(Cc1cccnc1)N1CC(=O)N2[C@H](C1)[C@@H](c1ccc(C3=CCCC3)cc1)[C@@H]2CO stands at -4
ERp5 inh result of O=C(NC[C@@H]1CC[C@H]2[C@H](CN2Cc2cccc(Cl)c2)O1)C1CC1 stands at 2
SIRT5 block result of CC(C)c1ccc(OCc2ccc(C(=O)NN3CCN(C)CC3)o2)cc1 stands at 1

Bioassay records deposited in PubChem BioAssay by Broad Institute.
